D2 PAM = D2 dopamine receptor (human) potentiation; HEK293 T-REx D2, calcium flux, EC20 dopamine potentiation; P14416; potentiation, % at 10 µM; actives 0.34% (n = 340,000);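 active means potentiation over 3 SD above the plate norm, cut at about 30% in these data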; further: 0% is about no effect
Target sequence (P14416 whole entry, looked up): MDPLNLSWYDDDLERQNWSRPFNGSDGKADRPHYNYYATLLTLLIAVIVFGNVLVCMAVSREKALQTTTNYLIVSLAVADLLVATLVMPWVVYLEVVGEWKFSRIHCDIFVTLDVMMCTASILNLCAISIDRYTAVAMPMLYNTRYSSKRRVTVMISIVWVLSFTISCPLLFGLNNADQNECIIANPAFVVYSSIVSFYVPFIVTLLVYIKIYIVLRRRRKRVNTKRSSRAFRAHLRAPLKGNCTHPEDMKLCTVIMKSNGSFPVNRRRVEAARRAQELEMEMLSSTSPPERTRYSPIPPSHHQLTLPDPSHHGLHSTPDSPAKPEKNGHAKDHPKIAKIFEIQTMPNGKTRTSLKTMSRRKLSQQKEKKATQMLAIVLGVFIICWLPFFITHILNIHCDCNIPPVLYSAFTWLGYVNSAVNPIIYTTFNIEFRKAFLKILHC
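Calcium flux readout, no-wash dye, 1 read/s. Inducible HEK293 Trex D2 line, overnight 30 C. Compound alone 180 s (agonist flags), then EC20 dopamine, another 180 s to score potentiation.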
D1 antag = human D1 dopamine receptor antagonism. P21728. HEK293 TREx D1 cells, calcium flux, dopamine EC80; active compounds read low. activity change, negative = inhibition, % at 10 µM. actives 3.2% (n = 360,000). AID 504652; in the data active means activity change below about -30%; further: on the % scale 0 is the no-effect control and ±100 the full control effect
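Antagonism measured as reduced calcium response to an EC80 dopamine addition following 180 s compound pre-read; cells were inducible HEK293 Trex D1 plated overnight at 30 C, read kinetically at 1 cycle/sec.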
RXFP1 ag = RXFP1 (human) receptor agonism | Q9HBX9 | HEK293T-RXFP1 cAMP TR-FRET, 30 min; response scale: percent of porcine relaxin response, buffer zero | Potency, µM (series often up to 57.5 µM), without a hit: at the highest dose activation, actives largely listed as activators | actives 0.3% (n = 370,000) | AID 2676; further: potency means the concentration at half of the fitted maximal effect; on the % scale 0 is the no-effect control and ±100 the full control effect; nearly all actives have a fitted effect of over 60% in size; many of its hits are not listed in these tables
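cAMP rise read by TR-FRET after 30 min, 37C compound exposure (up to 58 uM) in RXFP1-transfected HEK293 cells with Ro 20174 present. EC50 from Hill-equation fits, with 29 nM porcine relaxin as 100% and buffer as basal.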
Anesthetic bind = binds horse apoferritin like a general anesthetic | apoferritin/1-aminoanthracene competitive binding, fluorescence | actives 0.074% (n = 350,000) | Potency, µM (highest dose often 77.5 µM), for inactives: at the top dose activity change, negative = displacement, actives largely listed as inhibitors; further: potency means the concentration at half of the fitted maximal effect; on the % scale 0 is the no-effect control and ±100 the full control effect; nearly all actives have a fitted effect of over 20% in size
Target sequence (P02791 2-175 limits assumed): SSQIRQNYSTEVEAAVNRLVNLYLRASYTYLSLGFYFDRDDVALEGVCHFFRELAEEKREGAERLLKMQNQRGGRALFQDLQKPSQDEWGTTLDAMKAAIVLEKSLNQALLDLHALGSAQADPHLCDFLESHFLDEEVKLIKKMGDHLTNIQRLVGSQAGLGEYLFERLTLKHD
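Concentration-response curves derived by four-parameter Hill fitting of normalized fluorescence, where compounds displaced 1-AMA from 10 uM horse apoferritin following a brief 10 min room-temperature incubation; propofol titration acted as positive control.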
TRHR PAM = allosteric enhancers of human TRH receptor; actives 0.66% (n = 360,000); P34981; enhancement, % at 2 µM; TRHR cells, fluo-8 calcium fluorescence, EC20 TRH enhancement; in the data active means enhancement above about 30%; further: 0% is about no effect
Target sequence (P34981 whole entry, looked up): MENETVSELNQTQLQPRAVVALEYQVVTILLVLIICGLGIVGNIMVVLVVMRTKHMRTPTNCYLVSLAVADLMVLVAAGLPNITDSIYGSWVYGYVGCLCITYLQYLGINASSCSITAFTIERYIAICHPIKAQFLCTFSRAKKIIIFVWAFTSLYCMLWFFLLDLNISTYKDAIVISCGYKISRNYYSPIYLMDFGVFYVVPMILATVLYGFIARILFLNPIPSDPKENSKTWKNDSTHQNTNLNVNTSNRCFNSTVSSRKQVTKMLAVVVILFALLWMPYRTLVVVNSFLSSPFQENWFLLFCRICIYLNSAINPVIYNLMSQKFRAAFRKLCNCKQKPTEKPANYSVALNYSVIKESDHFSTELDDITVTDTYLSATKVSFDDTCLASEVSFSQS
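Enhancer read-out: after compound pinning and an initial kinetic agonist-mode read, an EC20 of TRH (10 nM final) was injected and fluo-8 calcium signal (Ex 480/Em 530) followed at 1 s/cycle for 100 cycles in TRHR-expressing cells.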
TRHR ag = TRH receptor (human) agonism. P34981. TRHR cells, calcium flux fluo-8, FDSS agonist mode. activation, % at 2 µM. actives 0.18% (n = 360,000). AID 493084; in the data active means activation above about 30%; further: 0% is about no effect
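Agonist-mode FDSS calcium read (Ex 480/Em 530, 1 s cycles) in 1536-well TRHR cells with fluo-8 dye, after 10-cycle baseline and 23 nL compound addition; TRH at EC20 (10 nM final) added afterwards for the enhancer phase.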
D1 ag = human D1 receptor agonism; HEK293 T-REx D1 cells, calcium flux, agonist mode; activation, % at 2 µM; actives 1% (n = 360,000); AID 504660; in the data active means activation above about 30%; further: 0% is about no effect
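Agonism was scored from calcium flux recorded over 180 s (1 read/s) after pintool compound addition, following a 10-cycle baseline. Cells were inducible force-coupled HEK293 TREx D1, plated overnight at 30 C and loaded with no-wash calcium dye.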
RXFP1 antag = antagonists of human relaxin receptor RXFP1; activity change, negative = inhibition, % at 57.5 µM; actives 0.59% (n = 350,000); HEK293-RXFP1, relaxin-stimulated cAMP HTRF, 30 min; active compounds read low; Q9HBX9;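 active means activity change of -60% or lower, but not beyond a set lower limit; inconclusive means change between -60% and -40%, or beyond the set limit; inactive means change above -40%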; further: on the % scale 0 is the no-effect control and ±100 the full control effect
D1 potentiator = enhances dopamine response at the human D1 receptor; P21728; HEK293 TREx D1 cells, calcium flux, dopamine EC20 potentiation; potentiation, % at 10 µM; actives 0.036% (n = 360,000); AID 504651; in the data active means potentiation above about 30%; further: 0% is about no effect
Numbers without * were called inactive; ? = inconclusive; · = not tested or not shown; & = joins results of further samples; ! = a repeat was not active. Unless noted, the call rests on the fitted dose curve; in most records, active means well fitted curve in the direction sought with a large enough effect; inconclusive means small, poorly fitted or top-dose-only effect, or another doubt; inactive means no such curve, though single readings can be large; an effect the other way counts as inactive or inconclusive. These rows are one share of the data; the hit share may differ from the screen's.

No.	molecule	D1 ag	RXFP1 ag	TRHR ag	TRHR PAM	D2 PAM	D1 potentiator	Anesthetic bind	D1 antag	RXFP1 antag
1	Cc1cc(C)cc(C(=O)NCC(=O)OCC(=O)c2cc(C)n(CC(F)(F)F)c2C)c1	5.4	1.0%	-1.6	16.7	13.4	-0.8	-8.0%	-8.5	-8.7
2	CCCC(=O)NC1=C(C#N)C2(CCCCC2)Cc2ccccc21	1.5	-0.7%	-2.3	5.7	16.9	-4.2	?	1.7	9.6
3	CC(=O)c1cc(-c2ccc(F)cc2)n(CCC(=O)Nc2nc3c(C)cccc3s2)c1C	1.2	15.0%	0.4	2.4	-7.0	-1.5	-5.0%	-6.7	-2.8
4	COc1ccc(Nc2nc(N)c([N+](=O)[O-])c(NCc3ccccc3)n2)cc1	0.9	1.2%	0.1	4.2	-6.5	-3.9	?	-1.8	-9.8
5	COc1ccc(N(Cc2cc3ccccc3[nH]c2=O)C(=O)C2CCCO2)cc1 (stereo unspecified)	5.5	0.8%	-1.1	2.1	7.6	5.2	-14.2%	-16.2	0.2
6	COc1ccc(-c2nc(N)nc(C(F)(F)F)c2-c2cscn2)c(O)c1	0.9	7.6%	-0.3	5.7	-3.6	-2.9	-9.9%	5.0	-29.0
7	CCOc1ccc(S(=O)(=O)Nc2cccc(C(=O)NCCCn3ccnc3)c2)cc1	-0.6	0.4%	-0.2	14.2	17.5	2.5	·	8.6	1.4
8	COc1ccc(CCNC(=O)CO/N=C/c2cc3c(cc2Br)OCO3)cc1OC	0.5	3.2%	-0.5	-3.6	-3.4	-2.1	?	5.3	-6.6

(listing goes on)
No.	molecule	D1 ag	RXFP1 ag	TRHR ag	TRHR PAM	D2 PAM	D1 potentiator	Anesthetic bind	D1 antag	RXFP1 antag
9	CCc1cc2c(=O)c(-c3nc4ccccc4n3C)coc2c(CN2CCC(C)CC2)c1O	-1.2	-0.3%	0.2	-2.0	-2.0	3.4	5.9%	-3.3	7.1
10	CSc1ccc(CNC(=O)CCc2c(C)nn(-c3ccc(N4CCCC4)nn3)c2C)cc1	-0.9	0.3%	-0.2	0.9	0.9	7.4	-9.9%	7.5	12.1
11	CN1C(=O)c2cccc3c(S(=O)(=O)Nc4cccc(C(=O)O)c4)ccc1c23	0.3	14.7%	-0.2	-8.1	1.5	-1.5	1.1%	-17.2	-8.8
12	O=C(Cn1c(=O)n(Cc2ccc(Cl)cc2)c(=O)c2cccnc21)Nc1ccccc1C(F)(F)F	-0.2	0.4%	-0.1	5.6	·	-2.1	3.5%	-9.5	·
13	Cc1nc2nc3c(cn2n1)C(=O)CC(C)(C)C3	2.7	1.0%	0.1	2.6	-8.2	-0.8	-8.3%	-13.7	3.5
14	O=C(CNC(=O)c1ccc(Br)o1)NCC1CCCO1 (stereo unspecified)	1.0	0.8%	-0.5	12.3	-9.3	2.3	-2.3%	0.7	3.1
15	Cc1nc2ccccc2nc1SCC(=O)c1ccccc1	5.8	9.3%	-0.3	0.0	-2.1	-11.2	-3.0%	13.7	1.9
16	COC(=O)CSc1nc2sc3c(c2c(=O)n1-c1ccccc1)CCN(C)C3	3.8	1.5%	-0.9	5.0	8.1	-0.4	-19.7%	3.3	3.9

Going on with the list.
No.	molecule	D1 ag	RXFP1 ag	TRHR ag	TRHR PAM	D2 PAM	D1 potentiator	Anesthetic bind	D1 antag	RXFP1 antag
17	O=C(C1=C(O)C(=O)N(CCN2CCOCC2)C1c1ccccn1)c1cccs1 (stereo unspecified)	4.7	2.8%	1.0	-1.9	·	2.0	-3.5%	3.6	1.6
18	CN(C)S(=O)(=O)c1ccc(C(=O)NCc2nc3ccccc3s2)cc1	4.2	5.6%	-1.0	-1.1	5.4	-3.9	-11.6%	-3.2	-0.4
19	COC(=S)Nc1cccc(C(F)(F)F)c1	-0.2	-1.8%	-2.5	-3.3	1.1	-2.5	-23.1%	-7.5	4.8
20	CC1(C)CC(=O)C2=C(C1)Nc1[nH]c(=S)[nH]c(=O)c1C2c1ccccc1 (stereo unspecified)	1.1	3.3%	-0.3	-3.1	6.0	-1.5	-8.5%	1.2	-18.6
21	CC(=O)Nc1sc(N/N=C\c2cccc(Cl)c2)nc1-c1cccs1	0.4	-0.7%	-0.9	0.8	-8.1	-4.0	3.4%	-5.5	-7.5
22	O=[N+]([O-])c1cc(/C=N/O)ccc1SCc1ccccc1Cl	3.5	1.0%	-0.7	13.9	6.5	-4.2	?	-13.0	0.6
23	CCC(O)C(C)(C)C (stereo unspecified)	-0.6	2.8%	0.2	16.6	-11.2	-1.1	·	·	·
24	NC(=S)N/N=C/c1ccc(C(F)(F)F)cc1	0.3	-3.5%	-0.6	8.3	-6.0	-1.6	-1.9%	-22.0	4.5

Going on with the list.
No.	molecule	D1 ag	RXFP1 ag	TRHR ag	TRHR PAM	D2 PAM	D1 potentiator	Anesthetic bind	D1 antag	RXFP1 antag
25	Cc1ccc2[nH]c(=O)c(CN(Cc3cccnc3)Cc3nnnn3CC3CCCO3)cc2c1 (stereo unspecified)	4.6	-1.6%	0.1	-1.0	7.2	-3.0	-6.1%	-2.2	16.9
26	CSc1ccccc1OCc1cc(C(=O)N(C)CC2COCCO2)no1 (stereo unspecified)	0.3	-0.8%	-1.1	1.3	10.1	-2.0	-12.4%	1.1	-0.4
27	COc1ccc(NC(=O)C2CC(c3ccccc3O)=NO2)cc1OC (stereo unspecified)	7.7	-1.7%	0.2	11.0	·	-1.3	-7.4%	13.8	3.6
28	CC(C)Nc1nc(NC(C)C)nc(NS(=O)(=O)c2ccc(N)cc2)n1	0.9	0.7%	1.3	1.4	-8.7	-1.1	5.0%	-19.9	-3.6
29	CCc1cc(C(=O)OC)c(NC(=O)CC2SC(N)=NC2=O)s1 (stereo unspecified)	0.5	-2.5%	-0.6	4.8	8.8	-1.4	-17.4%	3.7	-9.6
30	Cc1ccc(S(=O)(=O)N2CCC(C(=O)OCC(=O)N(C)c3ccccc3)CC2)cc1C	3.5	2.8%	-0.6	-1.4	-8.7	0.1	·	-15.9	-9.0
31	COC(=O)N/N=C/c1cc([N+](=O)[O-])cc(Br)c1O	1.9	-0.8%	-0.7	-2.2	-2.9	-3.5	-10.8%	6.2	-4.9
32	OCCN1CCN(CC(O)COC(c2ccc(F)cc2)c2ccc(F)cc2)CC1 (stereo unspecified)	0.0	7.2%	0.8	1.5	0.2	1.2	1.3%	-9.9	-8.8

3 compounds already listed, sorted by the number in D1 ag, ascending.
no.	Compound	D1 ag
26	CSc1ccccc1OCc1cc(C(=O)N(C)CC2COCCO2)no1 (stereo unspecified)	0.3
30	Cc1ccc(S(=O)(=O)N2CCC(C(=O)OCC(=O)N(C)c3ccccc3)CC2)cc1C	3.5
27	COc1ccc(NC(=O)C2CC(c3ccccc3O)=NO2)cc1OC (stereo unspecified)	7.7

Next section.
No.	molecule	D1 ag	RXFP1 ag	TRHR ag	TRHR PAM	D2 PAM	D1 potentiator	Anesthetic bind	D1 antag	RXFP1 antag
33	COc1ccc(OC)c(NC(=O)c2cc3oc4ccccc4c3cc2O)c1	16.5	29.0%	1.1	-5.6	-0.6	-11.2	19.0%	-6.3	-10.0
34	O=S(=O)(c1ccc(N2CC=C(c3ccccc3)CC2)nc1)N1CCCC1	5.0	2.5%	-0.2	-7.7	3.5	-7.7	-1.2%	7.5	-3.3
35	O=C(OCC(=O)N1CCCc2ccccc21)c1c(F)cccc1F	4.4	-0.6%	-0.5	-3.9	7.7	2.5	·	-9.7	-5.8
36	Cc1ccc(CCNC(=O)C2CCCN(S(=O)(=O)c3cnc[nH]3)C2)cc1 (stereo unspecified)	-1.3	0.6%	0.5	3.7	-4.3	-1.4	-1.5%	13.3	·
37	Cn1nc(C(=O)N2CCN(c3ccccn3)CC2)c2ccccc2c1=O	1.6	0.4%	0.1	4.9	3.9	0.8	·	5.4	-9.9
38	Cc1ccc([N+](=O)[O-])c(C(=O)Nc2cccnc2Cl)c1	1.3	-2.9%	-0.3	-1.9	4.7	0.6	-4.6%	-10.0	4.8
39	COc1cccc(C(C(=O)NC2CCCC2)N(C(=O)c2ccco2)c2ccc(NC(C)=O)cc2)c1OC (stereo unspecified)	0.5	-0.9%	0.2	-2.3	4.7	-4.0	-3.9%	0.4	3.6
40	Cc1cccc(C)c1NC(=O)CNC(=O)c1ccc(N2CCCC2)c([N+](=O)[O-])c1	-0.4	-0.2%	-0.2	-2.8	4.0	-8.6	·	-5.6	7.4

Given as labelled records: 2 of the compounds above
#34 O=S(=O)(c1ccc(N2CC=C(c3ccccc3)CC2)nc1)N1CCCC1
  D1 ag: 5.0
  RXFP1 ag: 2.5%
  TRHR ag: -0.2
  TRHR PAM: -7.7
  D2 PAM: 3.5
  D1 potentiator: -7.7
  Anesthetic bind: -1.2%
  D1 antag: 7.5
  RXFP1 antag: -3.3

#35 O=C(OCC(=O)N1CCCc2ccccc21)c1c(F)cccc1F
  D1 ag: 4.4
  RXFP1 ag: -0.6%
  TRHR ag: -0.5
  TRHR PAM: -3.9
  D2 PAM: 7.7
  D1 potentiator: 2.5
  Anesthetic bind: ·
  D1 antag: -9.7
  RXFP1 antag: -5.8

Remaining list, next part:
No.	molecule	D1 ag	RXFP1 ag	TRHR ag	TRHR PAM	D2 PAM	D1 potentiator	Anesthetic bind	D1 antag	RXFP1 antag
41	Cc1noc(C)c1COC(=O)c1ccc(S(=O)(=O)NCc2ccco2)cc1	3.4	0.9%	-0.7	10.9	10.0	-3.1	-16.0%	-13.1	0.6
42	Cc1ccc(S(=O)(=O)Nc2c(NC3CCCCC3)c3ccccc3oc2=O)cc1	0.5	0.3%	0.2	17.3	16.3	5.8	-9.1%	-12.3	-10.8
43	O=C(COc1ccc2ccccc2c1)NN1C(=O)c2ccccc2C1=O	2.1	3.1%	-0.3	1.1	24.9	1.1	-11.0%	11.7	-6.4
44	CN(Cc1ccc(F)cc1)S(=O)(=O)c1nnc(NC(=O)c2ccccc2Br)s1	10.8&23.1	?	-0.2&0.1	-1.1&-7.9	-0.3&4.3	-7.5&-2.9	?	-44.9*!	3.7&-12.9
45	O=S(=O)(c1ccc(F)cc1)N1CCC(n2cnc3ccccc32)CC1	2.5	-0.3%	0.3	0.9	-5.4	-6.7	4.5%	6.6	2.5
46	O=C(Nc1ccc(Cl)cc1)c1cccc(OC(=S)N2CCOCC2)c1	0.7	0.2%	-0.4	-0.9	-4.3	-8.6	-9.3%	-14.4	-2.9
47	Cc1oc(-c2ccccc2F)nc1Cn1c(SCc2cccc(C(F)(F)F)c2)nc2ccncc21	11.9	?	1.6	0.6	-2.2	-2.1	-3.5%	10.4	·
